Screening data: PubChem BioAssay, Broad Institute
GSK3 alpha inh – blocks human GSK-3 alpha kinase; P49840; ADP-Glo luminescence, 60 min; inhibition, % at 10 µM; 320,000 tested, 0.1% active; AID 2650;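 in the data active = inhibition above about 50%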;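 note: GST-tagged GSK-3 alpha with peptide substrate and 25 µM ATP; 0% = DMSO neutral wells and 100% = GW8510 positive control wells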
Target sequence (P49840 whole entry, looked up): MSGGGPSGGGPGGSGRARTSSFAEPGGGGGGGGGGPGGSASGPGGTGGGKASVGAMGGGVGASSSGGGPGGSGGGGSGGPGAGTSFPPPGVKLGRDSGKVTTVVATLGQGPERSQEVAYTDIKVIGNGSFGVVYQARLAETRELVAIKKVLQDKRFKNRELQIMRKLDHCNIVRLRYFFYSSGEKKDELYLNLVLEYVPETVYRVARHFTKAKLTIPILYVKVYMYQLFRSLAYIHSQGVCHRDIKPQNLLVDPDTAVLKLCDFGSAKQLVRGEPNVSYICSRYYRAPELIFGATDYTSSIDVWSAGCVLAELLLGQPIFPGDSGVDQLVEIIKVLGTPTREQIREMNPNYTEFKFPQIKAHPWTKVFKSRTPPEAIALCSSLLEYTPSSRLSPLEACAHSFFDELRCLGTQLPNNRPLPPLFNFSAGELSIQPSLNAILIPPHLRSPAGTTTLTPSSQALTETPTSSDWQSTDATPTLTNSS
Numbers without * were called inactive. This is a subset; the hit share may differ from the screen's.

# | smiles | GSK3 alpha inh
1 | N#Cc1ccsc1NC(=O)COC(=O)CCS(=O)(=O)c1ccccc1 | -2
2 | O=C1C=C(c2cccc(Cl)c2O)C[C@@H](c2ccc(Cl)cc2)C1 | -1
3 | CSc1ccccc1NC(=O)CN(C)C(=O)c1ccc(-n2cccn2)cc1 | -3
4 | CCOc1ccc(NC(=O)CCc2c(C)noc2C)cc1OC | -8
5 | O=C(COc1ccccc1)OCc1cc(-c2ccco2)on1 | -3
6 | CCOC(=O)[C@@H]1[C@H]2COc3cc(OC)ccc3[C@@H]2N2C(=O)N(c3ccccc3)C(=O)[C@]12C | -1
7 | CCOC(=O)c1c(C)[nH]c(C)c1C(=O)COC(=O)Cc1ccc(OC)c(OC)c1 | -1
8 | COc1ccc2c(c1)[C@H]1[C@H](CO2)[C@H](c2ccccc2)[C@]2(C)C(=O)Nc3cc(OC)c(OC)cc3C(=O)N12 | -3
9 | Cc1noc(C)c1C(=O)NCC(=O)Nc1ccccc1Br | 0
10 | COc1cc(C(O)CO)ccc1OS(=O)(=O)O (stereo not drawn) | -1
11 | C#CCOCCOCCOCCNc1nc(N2CCN(C(=O)[C@H]([C@@H](C)CC)n3cc(CCCCN)nn3)CC2)nc(N2CCN(C(=O)[C@H](CCCCN)n3cc(CC(C)O)nn3)CC2)n1 (stereo partly drawn) | 0
12 | COCCN(C(=O)c1oc2ccccc2c1COC)c1c(N)n(CC(C)C)c(=O)[nH]c1=O | -2
13 | CCC(C(=O)n1cccc1C#N)c1ccccc1C (stereo not drawn) | -1
14 | CCOC(=O)[C@H]1[C@H]2COc3ccc(Br)cc3[C@@H]2N2C(=O)c3ccc(C)cc3NC(=O)[C@@]12C | -2
15 | C=CCn1c2ccccc2c(=O)c2cc(C#Cc3cc(OC)cc(OC)c3)ccc21 | -1

The closing 5 records of the part before open the next one.
# | smiles | GSK3 alpha inh
11 | C#CCOCCOCCOCCNc1nc(N2CCN(C(=O)[C@H]([C@@H](C)CC)n3cc(CCCCN)nn3)CC2)nc(N2CCN(C(=O)[C@H](CCCCN)n3cc(CC(C)O)nn3)CC2)n1 (stereo partly drawn) | 0
12 | COCCN(C(=O)c1oc2ccccc2c1COC)c1c(N)n(CC(C)C)c(=O)[nH]c1=O | -2
13 | CCC(C(=O)n1cccc1C#N)c1ccccc1C (stereo not drawn) | -1
14 | CCOC(=O)[C@H]1[C@H]2COc3ccc(Br)cc3[C@@H]2N2C(=O)c3ccc(C)cc3NC(=O)[C@@]12C | -2
15 | C=CCn1c2ccccc2c(=O)c2cc(C#Cc3cc(OC)cc(OC)c3)ccc21 | -1
16 | O=C(C1COc2ccccc2O1)N1CCN(c2ccccc2O)CC1 (stereo not drawn) | 4
17 | COc1ccc(Cl)cc1NC(=O)CN1C(=O)NC(Cc2c[nH]c3ccccc23)C1=O (stereo not drawn) | -5
18 | CC1CCN(c2ccc(NC(=O)C3CCCN3S(=O)(=O)c3ccc(F)cc3)cc2)CC1 (stereo not drawn) | 8
19 | Cn1c(N)c(C(=O)COC(=O)/C=C/c2ccccc2)c(=O)n(C)c1=O | -3
20 | CCCCN1C(=O)C(=O)N(CC(=O)Nc2cccc(C(C)=O)c2)C1=O | 0
21 | Cc1ccc(S(=O)(=O)Nc2cccc3c2O[C@@H](CN(C)C(=O)Nc2ccc4c(c2)OCO4)[C@H](C)CN([C@@H](C)CO)C3=O)cc1 | -1
22 | O=C(COC(=O)c1cccnc1Cl)NC(=O)c1ccc(OC(F)F)cc1 | 1
23 | Cc1ccc(S(=O)(=O)NC(CC(C)C)C(=O)NCCCn2nc(C)cc2C)cc1 (stereo not drawn) | 17
24 | Cc1ccc(C)c(S(=O)(=O)N2CCN(c3nc(-c4cccnc4)nc4ccccc34)CC2)c1 | -5
25 | O=C1C=C(c2ccc(Oc3ccccc3)cc2)C[C@@H](c2ccc(F)cc2)C1 | 4
26 | CCOc1ccccc1NC(=O)COC(=O)C1CCC(=O)N1 (stereo not drawn) | -1
27 | CS(=O)(=O)N1CCCC(C(=O)Nc2ccc(F)c(F)c2)C1 (stereo not drawn) | -1
28 | O=[N+]([O-])c1ccccc1CNCCO | -4
29 | C[C@H](CO)N1C[C@H](C)[C@@H](CN(C)S(=O)(=O)c2cccs2)Oc2ccc(NC(=O)Cc3ccccc3)cc2C1=O | -1
30 | N#Cc1ccccc1S(=O)(=O)N1CCN(C(=O)C2CC(=O)N(c3ccc4c(c3)OCCO4)C2)CC1 (stereo not drawn) | 0

Other structures follow.
# | smiles | GSK3 alpha inh
31 | COc1cc2sc(-c3ccccc3OC)c(-c3ccc(OCCN4CCCCC4)cc3)c2cc1OC | -1
32 | CC(OC(=O)c1cc(=O)[nH]c2ccccc12)C(=O)Nc1ccc(Cl)cn1 (stereo not drawn) | 17
33 | CCOC(=O)[C@H]1[C@H]2COc3ccc(Br)cc3[C@@H]2N2C(=O)CN(CC3CCCO3)C(=O)[C@@]12C (stereo partly drawn) | 4
34 | Cc1ccc2nc(SCC(=O)N(C)C3CCS(=O)(=O)C3)[nH]c2c1 (stereo not drawn) | -3
35 | C=CC[C@@H](CC(=O)OC(C)(C)C)C(=O)OC[C@H]1CCCN1C(=O)[C@@H](CC=C)CC(=O)N(CCO)Cc1ccccc1 | -2
36 | Cc1ccc(C(=O)NNC(=O)c2ccccc2)cc1S(=O)(=O)N1CCCCC1 | -1
37 | CCCCNC(=O)c1ccccc1SCC(=O)NC1CCCCCCC1 | -1
38 | N#Cc1ccc(S(=O)(=O)N2CCC(C(=O)Nc3cccc(C(=O)NC4CC4)c3)CC2)cc1 | 0
39 | COc1ccc(CC(=O)OCC(=O)Nc2cc(Cl)ccc2C)cc1 | -3
40 | CCOc1ncccc1C(=O)Nc1cc(S(=O)(=O)N(CC)CC)ccc1N1CCOCC1 | -1
41 | Cc1ccc(NS(=O)(=O)c2ccc(C(=O)OCC(=O)N3CCCCC3)cc2)cc1 | -1
42 | CCn1c(SCC(=O)NC2CC2)nnc1-c1cccs1 | -5
43 | CCc1ccc(C(=O)CCC(=O)Nc2ccc(OC)c(S(=O)(=O)N3CCCCC3)c2)cc1 | 1
44 | C=CC[C@H](CC(=O)N(CCO)Cc1ccccc1)C(=O)N[C@H](COC(=O)[C@@H](CC=C)Cc1ccc(F)cc1)Cc1c[nH]c2ccccc12 | 1
45 | CC(OC(=O)c1ccc(O)cc1)C(=O)Nc1nc(-c2ccccc2)cs1 (stereo not drawn) | -8

Continued.
# | smiles | GSK3 alpha inh
46 | O=C(O)CCn1cc(-c2ccc(Cl)cc2)nc1-c1ccc(Cl)nc1 | -3
47 | O=C(COC(=O)c1cccnc1Cl)NC(=O)NC1CCCCC1 | 0
48 | COc1ccc(/C=C/C(=O)OCC(=O)NCCCc2ccccc2)cc1OC | -2
49 | CN(C(=O)CSc1nnc(-c2ccc(Cl)cc2)n1C)C1CCS(=O)(=O)C1 (stereo not drawn) | -1
50 | O=C(NCCc1ccc(F)cc1)c1ccc2nccnc2c1 | 0
51 | CC(C)(C)OC(=O)C[C@@H]1C/C=C\C[C@@H](CC(=O)NCCO)C(=O)NC[C@@H](c2ccccc2)OC1=O | -3
52 | CCOC(=O)c1ccc(S(=O)(=O)N2CCN(C/C=C/c3ccccc3)CC2)cc1 | -3
53 | COc1ccccc1N1CCN(C(=O)C2=CC=CN3CCS(=O)(=O)N=C23)CC1 | -10
54 | Cc1ccccc1OCC(=O)Nc1cc(S(=O)(=O)N2CCOCC2)ccc1N1CCCC1 | -9
55 | Cn1cccc1C(=O)OCC(=O)NCCc1ccc(S(N)(=O)=O)cc1 | -4
56 | CNC[C@H]1Oc2c(NC(=O)C3CCCCC3)cccc2C(=O)N([C@H](C)CO)C[C@@H]1C | -1
57 | Cc1onc(-c2c(F)cccc2Cl)c1C(=O)OCC(=O)N1C(C)CCCC1C (stereo not drawn) | 0
58 | COc1ccc2sc(-c3ccc(N(C)C)cc3)c(-c3cnc(OC)nc3)c2c1 | 0
59 | COC(=O)[C@@]12CCCN1[C@H](c1ccc(-c3ccc(Cl)c(Cl)c3)c(OC)c1)[C@H]1C(=O)N(C)C(=O)[C@H]12 | -1
60 | COc1ccc(NC(=O)COC(=O)CCC2CCCCC2)cc1 | -7

Next part.
# | smiles | GSK3 alpha inh
61 | CC(C)NC(=O)N(C)C[C@H]1Oc2ccc(NC(=O)Nc3ccccc3)cc2C(=O)N([C@H](C)CO)C[C@@H]1C | -2
62 | COc1ccccc1NS(=O)(=O)c1cccc(C(=O)NCC(c2cccs2)N2CCOCC2)c1 (stereo not drawn) | -3
63 | Cc1ccc(NC(=O)COC(=O)c2ccc(CN3CCCC3=O)cc2)c(Cl)c1 | -2
64 | CCn1cc(C(=O)NC2CCCCCC2)c(=O)c2cc(S(=O)(=O)N3CCCCC3)ccc21 | -3
65 | CCN(CC)S(=O)(=O)c1ccc(NC(=O)c2ccc(N3CCCC3=O)cc2)cc1 | -1
66 | O=C(C[C@H]1C/C=C\CCC(=O)O[C@@H](c2ccccc2)CNC1=O)NCCO | -3
67 | C[C@]12c3[nH]c4ccccc4c3CCN1C(=O)C(CC(=O)NCc1ccco1)C[C@@H]2C(=O)N1CCOCC1 (stereo partly drawn) | -2
68 | O=C(NCCOc1ccccc1)c1cccc2c1C(=O)c1ccc(Cl)cc1S2(=O)=O | 6
69 | Cc1ccc(Cl)c(NC(=O)COC(=O)c2cc[n+]([O-])cc2)c1Cl | 0
70 | COc1ccc(NC(=O)COc2ccc3c(c2)CCC3)cc1S(N)(=O)=O | -4
71 | Cc1ccc([C@@H]2CC=C(C(=O)O)CN2S(=O)(=O)c2ccccc2C)cc1 | 0
72 | Oc1cc(Nc2ccccc2)cc2cccnc12 | -2
73 | CCN(C[C@H]1N[C@@](Cc2ccccc2)(C(=O)OC)[C@H]2C(=O)N(Cc3ccccc3)C(=O)[C@@H]12)C(=O)NC(C)C | 0
74 | CN(C)C(CNC(=O)c1ccc(S(=O)(=O)Nc2ccccc2F)cc1)c1ccco1 (stereo not drawn) | 2
75 | O=[N+]([O-])c1ccccc1CNCCCCO | -1

The results go on.
# | smiles | GSK3 alpha inh
76 | Cc1cc(C(=O)COC(=O)c2cccc(NS(C)(=O)=O)c2)c(C)n1CC1CCCO1 (stereo not drawn) | -3
77 | CCCN(CC(=O)Nc1ccccc1C)C(=O)C1CCCN(C(=O)c2ccc(Cl)cc2)C1 (stereo not drawn) | -1
78 | COc1ccccc1S(=O)(=O)NCc1ccc(C(=O)N(C)Cc2ccc(F)cc2)cc1 | -3
79 | OCCc1ccc(O)cc1 | -3
80 | C[C@@H]1CN([C@@H](C)CO)C(=O)c2cc(NC(=O)Nc3ccc4c(c3)OCO4)ccc2O[C@H]1CN(C)S(=O)(=O)c1cn(C)cn1 | 1
81 | CCOc1ncccc1C(=O)OCC(=O)c1ccc(Br)s1 | 1
82 | CC(C)n1nnnc1SCC(=O)N1N=C(c2cccs2)CC1c1cccs1 (stereo not drawn) | 1
83 | C[C@H]1CN([C@@H](C)CO)C(=O)c2cccc(NC(=O)Nc3ccc(C(F)(F)F)cc3)c2O[C@@H]1CN(C)C(=O)Nc1ccc(F)cc1 | -2
84 | COc1ccc(NC(=O)COC(=O)c2cccn2C)cc1S(=O)(=O)N1CCCCC1 | -3
85 | COc1ccccc1C(=O)NC(CCSC)C(=O)N1CCN(C(C)=O)CC1 (stereo not drawn) | -2
86 | Cc1ccc(NC(=S)NC(=O)C2CCCCC2)c(Br)c1 | 0
87 | CSCCC1NC(=O)N(CC(=O)Nc2ccc(Cl)c(S(=O)(=O)N3CCOCC3)c2)C1=O (stereo not drawn) | 2
88 | COc1ccc(/C=C/C(=O)OCC(=O)Nc2ccc3c(c2)OCO3)cc1 | -2
89 | CCOc1cc(C(=O)Nc2cc(OC)cc(OC)c2)ccc1OCC(=O)N1CCOCC1 | -1
90 | CCCc1cc(=O)[nH]c(SCC(=O)Nc2cccc(S(=O)(=O)N3CCCCC3)c2)n1 | 4

A draw from above in order of length of the SMILES, high to low:
# | smiles | GSK3 alpha inh
83 | C[C@H]1CN([C@@H](C)CO)C(=O)c2cccc(NC(=O)Nc3ccc(C(F)(F)F)cc3)c2O[C@@H]1CN(C)C(=O)Nc1ccc(F)cc1 | -2
77 | CCCN(CC(=O)Nc1ccccc1C)C(=O)C1CCCN(C(=O)c2ccc(Cl)cc2)C1 (stereo not drawn) | -1
82 | CC(C)n1nnnc1SCC(=O)N1N=C(c2cccs2)CC1c1cccs1 (stereo not drawn) | 1

More structures follow:
# | smiles | GSK3 alpha inh
91 | Cc1ccc(S(=O)(=O)N2CCN(C(=O)COC(=O)Cc3ccc(Cl)cc3)CC2)c(C)c1 | -27
92 | Cc1ccc(NC(=O)CN2C(=O)NC3(CCCCCCC3)C2=O)cc1C | -1
93 | CC1CCCC(NC(=S)NC(=O)c2ccco2)C1C (stereo not drawn) | -2
94 | O=[N+]([O-])c1cccc(-n2cc3ccc([N+](=O)[O-])cc3n2)c1 | 3
95 | CC(=O)c1c(C)[nH]c(C(=O)OCC(=O)NCc2ccc3c(c2)OCO3)c1C | -1
96 | CCOC(=O)C1=C(COC(=O)CCc2ccccc2)NC(=O)NC1C (stereo not drawn) | 0
97 | Cc1noc(C)c1COc1ccccc1C(=O)N(C)CC(=O)Nc1ccc(F)c(F)c1F | -1
98 | Cc1ccc(C(=O)N2CCCC(C(F)(F)F)C2)cc1S(=O)(=O)N1CCOCC1 (stereo not drawn) | -3
99 | COc1ccc(S(=O)(=O)N2CCN(C(=O)C3COc4ccccc4O3)CC2)cc1 (stereo not drawn) | 0
100 | COc1ccc(-c2nc(NC(=O)C3CC(=O)N(Cc4ccco4)C3)sc2C)cc1 (stereo not drawn) | -2
101 | COc1cc(OC)cc(-c2cc3ccc(OC)cc3cn2)c1 | 2
102 | CC(=O)NS(=O)(=O)c1ccc(NC(=O)C(C)NS(=O)(=O)/C=C/c2ccccc2)cc1 (stereo not drawn) | -4
103 | Cc1ccc(S(=O)(=O)N2CCOCC2)cc1C(=O)NCc1ccccc1CN1CCCC1 | 1
104 | O=C(Nc1cccc(Cl)c1)c1nc[nH]c1C(=O)N1CCc2ccccc2C1 | 2
105 | CCc1ccc(N2CC(C(=O)OCc3csc(CC(=O)Nc4ccccc4C)n3)CC2=O)cc1 (stereo not drawn) | -43
106 | CC(C(=O)OCC(=O)NC1CCCC1)N1C(=O)c2ccccc2C1=O (stereo not drawn) | -3
107 | C[C@H](NC(=O)c1nc[nH]c1C(=O)N1CCN(C(=O)OC(C)(C)C)CC1)c1ccccc1 | -2
108 | CN(C)C1=NC[C@H](Cc2ccccc2)N1CCCCc1ccccc1 | 1
